Source: PubChem BioAssay (several laboratories)
TRPML3 ag = human mucolipin-3 channel agonism; Q8TDD5; HEK293 TRPML3-YFP, Fluo-8 calcium fluorescence; 100% = the carbachol control signal; activation, % at 3 µM; 220,000 compounds, 0.29% hits; AID 1448;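 active = activation above its plate's cutoff, the mean activation of the plate's test wells plus 3 SD, cut at about 12% in these data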;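 note: 0% = DMSO only wells and 100% = carbachol wells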
Target sequence (Q8TDD5 whole entry, looked up): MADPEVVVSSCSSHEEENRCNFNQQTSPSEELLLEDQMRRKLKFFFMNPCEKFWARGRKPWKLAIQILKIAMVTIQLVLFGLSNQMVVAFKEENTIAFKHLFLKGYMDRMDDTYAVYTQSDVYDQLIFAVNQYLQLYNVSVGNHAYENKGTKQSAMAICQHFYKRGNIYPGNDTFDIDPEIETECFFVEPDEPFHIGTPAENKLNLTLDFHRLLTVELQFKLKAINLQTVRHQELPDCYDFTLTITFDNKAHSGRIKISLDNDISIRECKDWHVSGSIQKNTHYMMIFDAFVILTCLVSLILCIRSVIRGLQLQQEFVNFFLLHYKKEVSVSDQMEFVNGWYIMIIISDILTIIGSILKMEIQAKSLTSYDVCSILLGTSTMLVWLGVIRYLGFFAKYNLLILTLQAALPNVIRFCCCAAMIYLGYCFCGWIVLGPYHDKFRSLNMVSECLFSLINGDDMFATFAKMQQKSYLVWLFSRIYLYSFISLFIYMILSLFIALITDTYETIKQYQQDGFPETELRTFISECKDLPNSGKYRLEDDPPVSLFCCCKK
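system = HEK293 cells stably carrying human TRPML3-YFP | doses = one concentration, 3 µM nominal, 0.3% DMSO | timing = dye loading 1 h 37 °C then 30 min ambient, 125 s read | detection = Fluo-8 calcium dye fluorescence, ex 470-495, em 515-575 nm | benchmarks = high control carbachol 87 µM, low control DMSO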
BaF3 tox = parental Ba/F3 viability inhibition as JAK2V617F counter-screen. 220,000 compounds, 1.1% hits. inhibition, % at 5.6 µM. CellTiter-Glo ATP luminescence;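 active = inhibition above a per-campaign cutoff, the mean inhibition of all tested compounds plus 3 SD, cut at about 27% in these data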;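 note: 0% = DMSO wells and 100% = JAK Inhibitor I control wells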
CHOP inhibitor = inhibitors of CHOP induction in ER stress response | CHO-K1 CHOP-promoter luciferase, tunicamycin-induced, 15-18 h | inhibition, % at 10 µM | 220,000 compounds, 3.8% hits | AID 2732;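 active = compounds that reduced the stress-induced luciferase reporter signal by more than about 70% of percent inhibition, limit read from the data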;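 note: 0% = tunicamycin plus vehicle and 100% = wells without tunicamycin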
Ba/F3 V617F tox = lowers viability of Ba/F3 cells expressing EpoR and JAK2V617F; ATP luminescence; inhibition, % at 5.6 µM; 220,000 compounds, 1.1% hits; AID 1446;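 active = inhibition above the campaign mean plus 3 SD over all tested compounds, cut at about 24% in these data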;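 note: cytokine-independent growth of Ba/F3 cells driven by EpoR plus mutant JAK2; 0% = DMSO-treated cells and 100% = JAK inhibitor I control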
TNF necrop inh = blocks TNF-alpha induced death of Jurkat FADD-/- cells | Jurkat FADD-/- TNF necroptosis rescue, ATP luminescence, 24 h; 0 = TNF only, 100 = no-TNF cells | activation (protection from cell death), % at 10 µM | 220,000 compounds, 0.068% hits | AID 463075;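 active = activation, meaning protection from cell death, of at least 50% relative to plate controls; inactive = activation below 50%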;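 note: necroptosis triggered by 40 ng/mL TNF-alpha added together with compound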
RBBP9 inh = inhibitors of human serine hydrolase RBBP9; inhibition, % at 7.94 µM; AID 1515; 220,000 compounds, 0.2% hits; recombinant RBBP9, FP-Rh probe fluorescence polarization; O75884;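 active = inhibition above the campaign mean of all tested compounds plus 3 SD, cut at about 14% in these data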;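 note: plate controls were DMSO wells with RBBP9 for no effect and wells lacking RBBP9 protein for full effect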
Target sequence (O75884 whole entry, looked up): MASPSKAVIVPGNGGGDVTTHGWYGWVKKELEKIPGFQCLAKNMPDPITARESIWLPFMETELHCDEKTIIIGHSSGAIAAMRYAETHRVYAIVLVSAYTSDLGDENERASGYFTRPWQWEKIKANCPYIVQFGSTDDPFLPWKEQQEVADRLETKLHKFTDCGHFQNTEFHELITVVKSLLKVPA
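System: RBBP9 protein / Quantity: 2.5 µM RBBP9 dispensing solution, before mixing / Also added: Serine-hydrolase probe FP-Rh, 375 nM pre-mixing / Dosing: 7.94 µM single dose, 0.794% DMSO / Timing: enzyme-compound preincubation 30 min, then probe labeling 45 min, 25 °C / Signal: FP readout at 525/598 nm / Controls: DMSO-treated enzyme wells and wells lacking RBBP9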
TRPN1 ag = zebrafish TRPN1 (NompC) channel agonism; HEK293 zebrafish TRPN1-YFP, Fluo-8 calcium fluorescence; 100% = response to 87 µM carbachol; activation, % at 3 µM; 220,000 compounds, 0.18% hits; AID 1424;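 active = activation above its plate's cutoff, the mean activation of test wells on that plate plus 3 SD, cut at about 19% in these data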;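 note: 0% = DMSO alone and 100% = 87 µM carbachol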
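Assay system: Zebrafish TRPN1-YFP in HEK293 cells | Incubation: Dye loading 1 h at 37 °C, then 30 min room temperature | Measured by: Kinetic Fluo-8 fluorescence, ex 470-495, em 515-575 nm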
PPC-1+TRAIL kill = compounds killing PPC-1 cancer cells with TRAIL present (potentiator screen, no TRAIL-free arm); PPC-1 cells + TRAIL, ATPLite viability luminescence; cell killing (% activity), % at 4 µM; 220,000 compounds, 0.41% hits; AID 1443;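 active = cell killing above 50% in the first pass at 4 µM, then a duplicate retest at 5 µM averaging 50% or more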;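 note: plate controls were cells with TRAIL plus DMSO for no effect and medium-only wells lacking cells for full effect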
Wee1 degr inh = human Wee1 degradation inhibition, primary screen | HeLa Luc-Wee1K328M stability, luciferase luminescence; 100% = proteasome inhibitor MG132 effect | 220,000 compounds, 1.2% hits | reporter increase, % at 5 µM;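 active = activation above the mean of all tested compounds plus 3 SD, set per screening run, cut at about 8.8% in these data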;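 note: cells exposed to compound for 20 h before luminescence read; 0% = DMSO alone and 100% = MG132 at 30 µM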
* = called active by the depositor; nt = no result given.

SMILES	TRPML3 ag	BaF3 tox	CHOP inhibitor	Ba/F3 V617F tox	TNF necrop inh	RBBP9 inh	TRPN1 ag	PPC-1+TRAIL kill	Wee1 degr inh
COc1ccc(S(=O)(=O)n2ccc(C(C)Oc3ccc(-c4ccccc4)c(F)c3)n2)cc1 (configuration not stated)	1.1	9	52	3	-4.5	-7	0.5	18	2
CCN(CC)C(=O)C1CCN(CC2CC=CCC2)CC1 (configuration not stated)	0.9	0	-4	0	-0.8	-9	-0.5	-2	0
O=C(Nc1ccc2c(c1)OCCO2)N1CCN(c2ccccc2)CC1	0.9	3	6	-3	-2.3	-2	2.7	8	2
CCCCC(c1nnnn1CCOC)N1CCN(C)CC1 (configuration not stated)	0.4	0	16	-3	-0.1	-6	-0.8	16	5
Cc1ccnc(SCC(=O)N2CCN(c3cccc(Cl)c3)CC2)n1	0.7	2	-7	-4	-1.8	2	0.3	50	-1
Cc1ccc(C(=O)C2(C)C3c4cc(Br)ccc4OC(=O)C32C(=O)c2ccco2)cc1 (configuration not stated)	0.6	0	8	-1	0.3	-12	0.0	-7	0
CCn1c(SCC(=O)c2ccc(OC)cc2)nnc1C(C)NC(=O)c1ccc(OC)cc1 (configuration not stated)	0.0	3	15	4	-0.9	6	0.9	14	-3
CCC(C)NC(=O)CN(c1cc(C)cc(C)c1)S(=O)(=O)c1c(C)[nH]c(=O)[nH]c1=O (configuration not stated)	0.3	1	-6	-4	3.0	-8	-1.3	4	-3
COc1cccc(C(=O)CSc2nnc(-c3ccco3)n2CC2CCCO2)c1 (configuration not stated)	0.3	-1	-2	-2	1.0	-8	-0.4	10	2
COc1ccc(/C=N\N=C2/SC(CC(=O)O)C(=O)N2c2ccc(O)cc2)cc1OC (configuration not stated)	1.0	4	17	-2	0.9	-4	-0.1	-16	-1
Nc1nc(-c2cc3ccccc3o2)cs1	1.6	1	1	-2	-5.3	2	-0.6	0	4
CN(C)c1ccc(-c2nc3cnccn3c2Nc2ccc3c(c2)OCCO3)cc1	-0.9	1	-17	-1	-1.6	7	-1.5	-2	-3
Cc1ccc(C)c(NS(=O)(=O)c2ccc(OCC(=O)NCC3CCCO3)cc2)c1 (configuration not stated)	0.4	4	13	3	0.0	-9	0.2	11	2
c1ccc2c(c1)SCc1nnc(-c3ccncc3)n1-2	0.7	3	-23	-3	1.3	5	0.1	14	0
CCC(=O)NCCn1c(C)cc2ccccc21	1.3	7	-3	0	0.0	-7	2.8	9	2
CCOC(=O)N1CCC(NC(=O)C2CCCN(S(=O)(=O)c3ccc4c(c3)oc(=O)n4C)C2)CC1 (configuration not stated)	0.6	1	30	-4	-0.4	-3	-1.1	-17	0
Cc1ccc[n+](-c2nc([O-])sc2/C=N/Nc2ccc([N+](=O)[O-])cc2)c1	-0.3	-1	-3	-5	1.7	-3	1.9	2	-2
CCC1=NC(c2ccc(Br)cc2)N(O)C1(C)C (configuration not stated)	1.3	4	30	-1	-0.9	-1	0.7	-6	-3
COc1cccc2c(Cl)c(CC=C(Cl)Cl)c(C)nc12	-0.2	-5	87*	-3	1.2	-4	-2.0	3	1
CCOc1ccc(NC(=O)CSC2=C(C#N)C(c3ccc4c(c3)OCO4)CC(=O)N2)cc1 (configuration not stated)	0.4	1	47	-3	0.1	-4	0.2	25	-1
Cc1cc(C)cc(NC(=O)C(=S)NCc2ccccc2)c1	0.2	6	8	-1	3.8	0	0.0	6	1
Cc1ccc(Cn2ccc(NC(=O)c3cc(C4CC4)on3)n2)cc1	-0.2	0	-3	-3	4.6	0	-0.2	8	-2
COc1ccc(-c2sc(NC(=O)c3ccc(C)cc3)nc2-c2ccc([N+](=O)[O-])cc2)cc1	0.8	0	44	-3	-11	5	1.4	-5	0
CCCCC(=O)NC(NC(=S)N1CCOCC1)C(Cl)(Cl)Cl (configuration not stated)	0.1	9	22	0	-1.1	7	-0.4	27	-1
COC(=O)c1ccc(N2C(=O)Nc3ccccc3N2O)cc1	0.6	3	11	-4	-0.3	-9	1.0	-12	-1
Cc1ccccc1NC(=S)N1CCCC1	-0.4	4	-14	-3	1.9	-5	-0.6	18	2
COc1ccc(CNC(=O)c2csc(Cc3ccccc3)n2)cc1	-0.6	6	27	0	-4.3	-7	0.4	24	-1
O=C(Nc1cccc(F)c1)c1cc(S(=O)(=O)N2CCC(C(=O)O)CC2)ccc1F	-0.5	8	-3	4	0.3	-8	1.3	12	-1
Cc1c(NC(=S)NC(=O)c2cc3ccccc3o2)c(=O)n(-c2ccccc2)n1C	0.8	0	16	-4	1.7	10	1.2	10	-1
Cc1cc(C(C)(C)C)cc(S(=O)(=O)Nc2cccc(C(=O)O)c2)c1C	0.9	1	18	-4	0.6	5	0.8	10	-2

Reformatted: results already given.
Below each SMILES – TRPML3 ag, BaF3 tox, CHOP inhibitor, Ba/F3 V617F tox, TNF necrop inh, RBBP9 inh, TRPN1 ag, PPC-1+TRAIL kill, Wee1 degr inh
- Cc1ccccc1NC(=S)N1CCCC1
 : -0.4, 4, -14, -3, 1.9, -5, -0.6, 18, 2
- COc1ccc(CNC(=O)c2csc(Cc3ccccc3)n2)cc1
 : -0.6, 6, 27, 0, -4.3, -7, 0.4, 24, -1
- O=C(Nc1cccc(F)c1)c1cc(S(=O)(=O)N2CCC(C(=O)O)CC2)ccc1F
 : -0.5, 8, -3, 4, 0.3, -8, 1.3, 12, -1

(listing goes on)
SMILES	TRPML3 ag	BaF3 tox	CHOP inhibitor	Ba/F3 V617F tox	TNF necrop inh	RBBP9 inh	TRPN1 ag	PPC-1+TRAIL kill	Wee1 degr inh
O=C(CC(O)(c1ccccc1)C(F)(F)F)c1cccs1 (configuration not stated)	-0.4	-1	17	-3	3.9	-9	-1.4	18	0
Cc1ccc(N2CC(c3nc4ccccc4[nH]3)CC2=O)c(C)c1 (configuration not stated)	0.5	4	28	0	1.3	-7	-0.2	6	0
CCCC(=O)Nc1ccccc1NC(C)=O	1.3	4	64	2	-0.6	-2	0.3	-16	-3
Cc1cc(C)nc(NC(=O)C(C)C)n1	0.6	-3	-8	0	-1.4	-8	1.4	-2	5
O=C(CN1CCC(n2nnc3cc(F)ccc32)CC1)NC1CC1	0.8	8	-14	-1	1.1	1	2.0	4	-1
Clc1ccc(Oc2nnnn2-c2ccccc2)cc1	-0.5	3	-9	2	-0.4	-4	-1.8	-5	1
CN(C)c1nc2c(c(N)nn2-c2ccc(Cl)cc2)c(=O)o1	0.8	5	-11	1	-2.1	-9	0.0	-2	-1
CN1CCC2(CC1)Nc1nc(SCc3ccc(Cl)cc3)nn1C1=C2CN(C)CC1	1.1	4	-15	-2	-5.2	-2	1.6	22	0
CCS(=O)(=O)C1=NSC2=NC(=O)/C(=C\c3cc(C)n(-c4cccc(OC)c4)c3C)C(=N)N21	0.8	7	0	2	-0.4	-15	0.6	nt	-2
CCOC(=O)N1CCN(C(=O)CSc2nc3c(c(=O)n2-c2ccccc2OC)SCC3)CC1	-0.2	7	-3	3	-5.2	-8	-0.4	3	2
CCOC(=O)C1CCN(C(=O)CN(Cc2ccccc2)S(C)(=O)=O)CC1	0.5	5	8	6	0.2	-8	0.0	1	1
COc1ccccc1C(=O)N(Cc1nc(-c2ccc(Cl)cc2)no1)C(C)C	3.6	12	75*	1	-0.4	-5	2.6	12	8
Cc1nn(-c2ccccc2)c(C)c1/C=N/NC(=O)CSc1nc2ccccc2c(=O)n1-c1ccc(Br)cc1	0.1	3	85*	1	-1.7	-11	-0.2	25	-2
Cn1c(NN)nc2sc3c(c2c1=O)CCC3	0.6	5	-13	5	-0.8	-3	1.1	4	11*
O=C(COc1ccc(Cl)cc1)N1CCN(c2ccc([N+](=O)[O-])c(N3CCCCC3)c2)CC1	0.1	2	12	-1	-2.8	-6	-0.3	4	1
Cc1ccc([N+](=O)[O-])cc1NC(=O)CCCOc1ccccc1	-1.4	1	22	-1	-0.2	-8	-1.5	-16	-1
COCCCNC(=O)c1ccc2c(c1)ncn2-c1ccccc1OC	0.9	2	9	-7	1.0	-4	0.8	17	-1
CN(C)S(=O)(=O)c1ccc2c(c1)nc1n2CCC1	1.6	0	-25	-7	1.3	-6	-0.4	-21	0
COc1cc(C(=O)OCC(=O)Nc2ccc3c(c2)OC(F)(F)O3)ccc1OCc1c(C)noc1C	0.9	6	21	2	-1.1	-7	0.4	6	-1
Cc1cc(C(=O)O)ccc1-c1ccc(/C=C2\NC(=O)N(Cc3ccc(F)cc3)C2=O)o1	0.6	1	13	-5	4.2	-5	0.2	0	-3
Clc1ccc(CSc2nncn2-c2ccccn2)cc1	0.0	6	5	-2	-0.4	-4	0.1	14	-2
COc1ccc(F)cc1S(=O)(=O)N1CCC(C(N)=O)CC1	0.5	5	30	-2	-1.2	-5	1.0	-7	2
CCN1CCN(C(=S)Nc2ccc(C(C)=O)cc2)CC1	1.2	0	23	-3	2.1	2	0.3	2	-2
COc1cc(OC)c(OC)cc1CNC1CCCCCC1	1.0	2	-20	-3	0.3	7	0.6	8	0
COc1ccc(-c2nn(-c3ccccc3)cc2/C=N/NC(=O)c2cccc(S(=O)(=O)Nc3ccccc3OC)c2)cc1	0.3	6	17	1	2.4	-8	-0.3	14	1
Cc1cc(=S)[nH]c2ccccc12	0.0	1	31	-2	-2.0	-10	0.9	11	5
COc1cc([N+](=O)[O-])c(C(=O)N2CCOCC2)c([N+](=O)[O-])c1	1.2	4	8	-2	-1.8	6	1.7	8	-1
O=C(COc1ccccc1)N(Cc1ccco1)C1CCS(=O)(=O)C1 (configuration not stated)	-0.8	4	19	0	-3.0	-8	-0.5	8	1
CN(c1c[nH]c(=O)[nH]c1=O)C1CCCCC1	1.0	0	-3	-4	0.4	-1	0.3	-2	-2
CC(NC(=O)c1cccc(C(F)(F)F)c1)C1CCCO1 (configuration not stated)	0.2	3	49	-2	-2.1	-8	0.6	20	-2
O=C(CN1CCCC1)Nc1ccccc1Sc1ccccc1	1.1	2	-4	0	-0.7	-7	-1.7	35	0
Cc1cc(-c2nnc(-c3cc4ccccc4oc3=O)o2)c(C)n1-c1ccccc1	0.6	-1	20	2	-0.8	-14	0.9	1	2
O=S(=O)(Cc1cc(Sc2ccc(Cl)cc2)nc(-c2ccccc2)n1)c1ccccc1	0.4	1	3	1	2.1	-11	0.0	3	0
O=[N+]([O-])c1ccc(-c2csc(NN=C3CCCC3)n2)cc1	3.1	4	29	-3	-7.0	-6	4.2	11	0
Cc1ccc(C(=O)Nc2ccc3c(c2)OCO3)cc1NC(=O)c1ccco1	-1.4	6	-15	-3	0.6	-3	-1.9	6	0
Cn1c(COc2ccc3ccccc3c2)nnc1SCC(N)=O	0.1	1	3	-1	0.8	2	2.1	-3	-3
